# Source: PubChem BioAssay (National Center for Advancing Translational Sciences (NCATS))
# PNC inhibitor = perinucleolar compartment assembly inhibition | PC3M PTB-GFP, PNC prevalence imaging, 16 h; hits give low values | activity change (PNC), negative = inhibition, % at 10 µM | hit rate 3.1% among 140,000 | AID 2417;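 active means readout at or below -70, meaning at least 70% loss of cells showing the perinucleolar compartment, a nuclear body marking cancer cells; inconclusive means readout between -30 and a set limit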;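 further: plate controls were DMSO wells for no effect and camptothecin positive control wells for full effect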
#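 Compounds are pinned in duplicate onto adhered PC3M cells stably expressing GFP-tagged PTB and incubated 16 h at 37 C. Cells are then fixed, nuclei stained with Hoechst, and PNC-positive cells counted.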
# IMPase inh = cell-permeable inhibitors of inositol monophosphatase (IMPase); P97697; CHO-M1 cells, IP1 accumulation, HTRF TR-FRET ratio; inhibition (IP1 accumulation), % at 46.1 µM; 120,000 tested, under 10 active; AID 901; active means well fitted curve in the direction sought with a large enough effect in the signal ratio, not every such curve was filed as active; inconclusive means small, poorly fitted or top-dose-only effect, or a change in a side signal; inactive means no such curve, though single readings can be large or run the other way; the % refers to the signal ratio;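 further: cells stimulated with carbachol in lithium chloride buffer; plate controls were DMSO basal wells for no effect and reference inhibitor wells for full effect; higher means more IMPase inhibition seen as more IP1 and lower FRET ratio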
# Target sequence (P97697 whole entry, looked up): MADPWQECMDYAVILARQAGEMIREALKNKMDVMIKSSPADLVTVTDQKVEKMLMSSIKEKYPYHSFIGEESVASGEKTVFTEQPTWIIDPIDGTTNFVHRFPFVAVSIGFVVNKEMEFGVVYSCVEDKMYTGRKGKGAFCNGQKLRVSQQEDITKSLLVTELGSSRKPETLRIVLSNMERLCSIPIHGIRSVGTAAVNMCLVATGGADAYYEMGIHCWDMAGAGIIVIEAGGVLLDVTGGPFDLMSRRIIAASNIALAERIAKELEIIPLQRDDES
#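 Cellular IMPase inhibition is scored as a rise in cytosolic IP1, detected by competitive TR-FRET between d2-labelled IP1 and a europium anti-IP1 antibody. M1-expressing CHO cells were stimulated with carbachol for 30 min at 37C, with lithium (50 mM LiCl) present in the buffer.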
# 12-hLO inh = blocks human 12-lipoxygenase activity. purified 12-hLO, xylenol orange hydroperoxide absorbance. Potency, µM (highest dose often 57.1 µM), for the others: at the top dose activity change, negative = inhibition, usual class: inhibitors. hit rate 0.12% among 150,000. P18054; further: potency means the concentration at half of the fitted maximal effect; nearly all actives have a fitted effect of over 55% in size; many of its hits are not listed in these tables
#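 150 nM 12hLO, 25 mM Hepes pH 7.0 + 0.01% Triton X-100; cpd preinc 15 min RT; 40 uM arachidonic acid, 30 min RT; Fe-XO 30 min; A573/A405 ratio as read-out.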
# 15-hLO-2 inh = 15-hLO-2 (ALOX15B) enzyme inhibition | O15296 | purified 15hLO-2, xylenol orange hydroperoxide absorbance | Potency, µM (top dose mostly 57.1 µM), inactives show at the top dose activity change, negative = inhibition, actives largely listed as inhibitors | hit rate 0.56% among 110,000; further: potency means the concentration at half of the fitted maximal effect; nearly all actives have a fitted effect of over 60% in size; many of its hits are not listed in these tables
# Target sequence (O15296 whole entry, looked up): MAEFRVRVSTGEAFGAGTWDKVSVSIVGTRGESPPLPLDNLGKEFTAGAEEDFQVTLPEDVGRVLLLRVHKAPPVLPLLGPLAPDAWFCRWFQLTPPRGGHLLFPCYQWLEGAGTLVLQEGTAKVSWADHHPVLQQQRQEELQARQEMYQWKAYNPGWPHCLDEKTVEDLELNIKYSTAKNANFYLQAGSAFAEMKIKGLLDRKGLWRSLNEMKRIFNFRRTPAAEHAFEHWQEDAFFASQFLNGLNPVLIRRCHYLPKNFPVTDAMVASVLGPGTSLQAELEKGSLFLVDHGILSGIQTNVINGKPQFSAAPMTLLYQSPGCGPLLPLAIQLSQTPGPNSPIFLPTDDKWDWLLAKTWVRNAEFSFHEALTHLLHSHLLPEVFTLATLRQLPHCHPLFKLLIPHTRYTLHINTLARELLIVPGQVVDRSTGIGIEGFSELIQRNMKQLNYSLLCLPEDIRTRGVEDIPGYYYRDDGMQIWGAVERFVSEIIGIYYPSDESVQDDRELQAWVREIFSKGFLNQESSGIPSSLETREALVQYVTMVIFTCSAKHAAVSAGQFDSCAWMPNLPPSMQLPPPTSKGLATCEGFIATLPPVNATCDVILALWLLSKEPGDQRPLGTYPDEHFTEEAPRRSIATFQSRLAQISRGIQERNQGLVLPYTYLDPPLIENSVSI
#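 Enzyme 50 nM, AA 45 uM, 25 mM Hepes pH 7.5 + 0.01% Triton X-100; cpd preinc 15 min RT, rxn 90 min RT; stop/detect with 200 uM XO + 300 uM Fe(II) in 50 mM H2SO4, 30 min; A573/A405.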
# The depositor's hits bear a star; ? = inconclusive; · = not tested or not shown; [ ] = dose if it differs, or a comment. Unless noted, the call rests on the fitted dose curve; in most records, active means well fitted curve in the direction sought with a large enough effect; inconclusive means small, poorly fitted or top-dose-only effect, or another doubt; inactive means no such curve, though single readings can be large; an effect the other way counts as inactive or inconclusive. Unless noted, on the % scale 0 is the no-effect control and ±100 the full control effect. This is a subset (hit frequency here may not be typical).
# Short forms: A = PNC inhibitor; B = IMPase inh; C = 12-hLO inh; D = 15-hLO-2 inh
Clc1ccc(OCCn2cnc3ccccc32)c(Cl)c1
  A: 56; B: 6; C: 11%; D: ·
COc1cc(C(=O)NCc2ccc(-c3nc4ccccc4s3)cc2)cc(OC)c1OC
  A: ?; B: -5; C: 1%; D: ·
CC(=O)c1cccc(NC(=O)C2CCCN2S(=O)(=O)c2cccc3nsnc23)c1 (stereo not drawn)
  A: 31; B: 5; C: 1%; D: 3%
Nc1c(C(=O)NC2CC2)c2nc3ccccc3nc2n1-c1ccc2c(c1)OCO2
  A: ?; B: 9; C: -13%; D: 9%
COCCn1nnnc1CN(Cc1ccco1)Cc1cc2cc3c(cc2[nH]c1=O)OCO3
  A: 31; B: 2; C: 0%; D: 0%
Cc1ccc(NC(=O)c2cc(N3CCOCC3)nc3ccccc23)cc1
  A: -6; B: 0; C: -7%; D: 7%
CCC(=O)Nc1c(C#N)c2nc3ccccc3nc2n1C1CCCCC1
  A: ?; B: 0; C: -1%; D: -16%
CCn1ccnc1C(O)c1cccc(OC)c1 (stereo not drawn)
  A: -16; B: 3; C: -2%; D: -3%
COc1ccc(-c2ccc(C#N)c(SCC(=O)NCCc3ccccc3)n2)cc1OC
  A: 7; B: -2; C: -1%; D: ·
CC(C)(C)NC(=O)c1cccc(NC(=O)c2ccc(NC(=O)c3ccco3)cc2)c1
  A: ?; B: -10; C: 1%; D: 3%
CCOC(=O)c1ccc(COC(=O)CCc2nc3ccccc3[nH]c2=O)o1
  A: 11; B: -5; C: -2%; D: -4%
Cc1cc2c(cc1C)NC1(C(=O)Nc3ccccc31)C1=C(CC(C)(C)CC1=O)N2 (stereo not drawn)
  A: ?; B: -6; C: -4%; D: -9%
COc1ccc(N2CCN(C(=O)CN3C(=O)C4CC=CCC4C3=O)CC2)cc1 (stereo not drawn)
  A: ?; B: 2; C: -6%; D: 0%[2.29 µM]
COC(=O)C1=C(C)N(C)C(C)=C(C(=O)OC)C1c1ccccc1C
  A: -16; B: 8; C: 1%; D: 5%
COc1cc2c(cc1O)C(Cc1ccc(O)cc1)NCC2 (stereo not drawn)
  A: ?; B: ·; C: -3%; D: ·
COc1ccc(/C=C/C(=O)Nc2ccccc2C(F)(F)F)cc1OC
  A: -21; B: 5; C: -8%; D: 5%
NC(=O)C1CCN(C(=O)C2CCN(S(=O)(=O)c3ccccc3)CC2)CC1
  A: 29; B: -1; C: -2%; D: 3%
O=C(Nc1cccc(F)c1)N1CCCC2(CCN(C(=O)c3ccncc3)CC2)C1
  A: ·; B: ·; C: 4%; D: 2%
CCCCCCSc1nsc(NC(C)=O)n1
  A: 27; B: 1; C: -8%; D: 3%
COc1ccc(C(=O)Nc2ccc(-c3cn4ccsc4n3)cc2)cc1S(=O)(=O)N1CCOCC1
  A: 4; B: 0; C: -2%; D: 2%
CSc1nc2ccc(Nc3nc(N4CCOCC4)nc(N4CCOCC4)n3)cc2s1
  A: 28; B: 6; C: 3%; D: 14%
O=C(CC(=O)c1ccccc1)Nc1cccnc1Cl
  A: -23; B: 4; C: -4%; D: ·
CCS(=O)(=O)N1CCN(c2ccc([N+](=O)[O-])c(NC(C)c3ccccc3)c2)CC1 (stereo not drawn)
  A: 87; B: 9; C: -8%; D: -20%
COC(=O)c1c(NC(=O)COc2ncnc3ccccc23)sc(C)c1C
  A: -18; B: -5; C: 3%; D: ·
CCCc1ccc(OCc2ccc(C(=O)O)o2)c(OC)c1
  A: ?; B: -5; C: 2%; D: 4%
C/C(CCc1ccc2c(c1)OCO2)=N\N=C(/N)SC1CC(=O)N(c2ccccc2F)C1=O (stereo not drawn)
  A: -21; B: 3; C: 4%; D: -1%
COCCn1c(=O)c(CCc2ccccc2)nc2cnc(N3CCN(C)CC3)nc21
  A: ·; B: ·; C: 0%; D: 17%
O=C(NCCCn1ccnc1)c1ccc(S(=O)(=O)N2CCCCCC2)cc1
  A: 10; B: 6; C: 1%; D: 12%
COC(=O)CN(c1ccc2c(c1)OCCO2)S(=O)(=O)c1ccccc1
  A: ?; B: -1; C: -6%; D: -11%
COc1cc(/C=N/NC(N)=S)ccc1OCC(=O)Nc1ccc(C)c(C)c1
  A: 10; B: -8; C: -19%; D: ?
S=c1[nH]nc(-c2ccccc2)n1Cc1ccccc1
  A: 39; B: 8; C: -9%; D: -8%
O=C(CC1(O)C(=O)N(C/C=C/c2ccccc2)c2ccccc21)c1ccccn1 (stereo not drawn)
  A: ?; B: 13; C: -5%; D: -22%
CC(C)CNC(=O)COC(=O)/C=C/c1ccccc1[N+](=O)[O-]
  A: ?; B: -19; C: -5%; D: 3%
Cc1cccc(N2CCN(CC(=O)Nc3nccs3)CC2)c1C
  A: ?; B: 2; C: 9%; D: 27%
CC(=O)OC1CC[C@@]2(C)C(CC[C@@]3(C)C2CC=C2C4CC(C)(C)CC[C@]4(C(=O)O)CC[C@@]23C)C1(C)C (stereo partly drawn)
  A: ·; B: ·; C: -3%; D: 10%
COC(=O)c1cccnc1NC(=S)NNC(=O)c1ccccc1
  A: -1; B: 8; C: 12%; D: -13%
Cc1ccc2cccc(OCCOCCOc3ccccc3Br)c2n1
  A: 23; B: ·; C: -6%; D: ·
CC(C)N(Cc1ccccc1)C(=S)Nc1ccc(OC(F)F)cc1
  A: -11; B: ·; C: 2%; D: ·
Cc1cc(C)c2c(c1)cc(C)c1nnc(SCC(=O)N3CCCc4ccccc43)n12
  A: ?; B: -9; C: -3%; D: ·
COc1cc(C2SCCCCCCCCCCSC(c3ccc(O)c(OC)c3)SCCCCCCCCCCS2)ccc1O (stereo not drawn)
  A: ·; B: ·; C: 0%[11.4 µM]; D: -4%[11.4 µM]
COc1ccccc1-c1nccc(-n2ccnc2)n1
  A: ·; B: ·; C: 0%; D: 3%
CC(C)OC(=O)c1ccc(Cn2nnc3ccccc3c2=O)cc1
  A: 64; B: 9; C: -3%; D: -8%
COc1ccc(Oc2ccc(/C=C/C(=O)c3cccc(OC)c3)cc2[N+](=O)[O-])cc1
  A: 60; B: ·; C: -2%; D: ·
COc1ccc(C(=O)CSc2ccc(-c3ccco3)nn2)cc1
  A: ?; B: -16; C: -1%; D: ·
O=C(OCc1nc(-c2ccccc2)oc1COC(=O)c1ccco1)c1ccco1
  A: ?; B: 8; C: -17%; D: -1%

# Other entries:
canonical_smiles,PNC inhibitor,IMPase inh,12-hLO inh,15-hLO-2 inh
CC(=O)CC(C)C,·,·,4%,-9%
CC(=O)c1cc2c(C)cc(=O)oc2cc1O,?,-6,-3%,-6%
CC(C)OCCCNc1nc2c([nH]1)c(=O)n(C)c(=O)n2C,-25,0,7%,-5%
COc1ccc2[nH]c3c(NCCN4CCCCC4)ncnc3c2c1,11,3,-3%,46%[activator]
CCOC(=O)N1CCN(CC(=O)Nc2ccc([N+](=O)[O-])cc2C(=O)Nc2ccccc2F)CC1,62,·,1%,·
Oc1c(Cl)cc(Cl)cc1C=Nc1ccc(Br)cc1,-20,-11,4%,-11%
CC12CCC(C(=O)NCCN3CCCCC3)(CC1=O)C2(C)C (stereo not drawn),6,4,-1%,10%
COc1ccc(-n2c(Cc3cccn3C)nnc2SCC(=O)Nc2ccccc2C)cc1,18,0,-8%,-10%
COc1ccccc1N1CCN(C(=O)CN(c2cc(C)cc(C)c2)S(C)(=O)=O)CC1,24,3,-3%,4%
CCOC(=O)C(CC)n1cnc2c(cnn2-c2ccc(Cl)cc2)c1=O (stereo not drawn),?,7,-3%,-1%

# Overlap with the part before: four compounds, then new ones.
canonical_smiles,PNC inhibitor,IMPase inh,12-hLO inh,15-hLO-2 inh
CC12CCC(C(=O)NCCN3CCCCC3)(CC1=O)C2(C)C (stereo not drawn),6,4,-1%,10%
COc1ccc(-n2c(Cc3cccn3C)nnc2SCC(=O)Nc2ccccc2C)cc1,18,0,-8%,-10%
COc1ccccc1N1CCN(C(=O)CN(c2cc(C)cc(C)c2)S(C)(=O)=O)CC1,24,3,-3%,4%
CCOC(=O)C(CC)n1cnc2c(cnn2-c2ccc(Cl)cc2)c1=O (stereo not drawn),?,7,-3%,-1%
Cn1c(SCC(=O)N2CCN(S(=O)(=O)c3ccccc3)CC2)nc2ccccc21,20,6,-5%,-5%
O=C(c1cn(CC(=O)N2CCCC2)c2ccccc12)C1CCCCC1,18,8,-1%,-6%
O=C(CCCCCN1C(=O)CCC1=O)Nc1ncn[nH]1,?,-5,0%,2%[2.29 µM]
Cc1cccn2c(=O)c(C=Nc3ccccc3)c(NCCO)nc12,23,-2,6%,-15%
COc1ccc(/C=C/C(=O)N[C@@H](C)C(=O)O)cc1,-26,·,0%,·
CC(C)Oc1ccc(C(=O)NNC(=O)c2ccccc2C(=O)O)cc1,24,-22,-1%,·
CC(C)NC[C@H](O)COc1cccc2ccccc12,·,-3,-1%,24%
CCNc1ncc2nc(-c3cccc(C#N)c3)c(=O)n(CCC#N)c2n1,·,·,0%,3%
NC(=NC1C2CC3CC(C2)CC1C3)Nc1ccc(I)cc1 (stereo not drawn),·,9,-2%,26%
Cc1ccc(OCn2c(=O)sc3ccccc32)cc1,-24,1,-7%,1%
N#CCCn1c(=O)cnc2cnc(OCc3ccccc3)nc21,·,·,-2%,4%
CCSC1=N/C(=C\c2ccc(-c3ccccc3[N+](=O)[O-])o2)C(=O)S1,59,10,?,?
Cc1c(NC(=O)OC(C)C)sc(=S)n1C,65,9,2%,·
CC(C)N(C(=O)Cn1c(-c2ccccc2Cl)nc2ccccc21)c1ccccc1,17,·,-3%,·
C=CCn1c(SC(CCO)C(=O)NCc2ccco2)nc2sc3c(c2c1=O)CCC3 (stereo not drawn),11,7,-6%,-4%
Cc1cc(C)c(OCC(=O)Nc2ccccn2)c([N+](=O)[O-])c1,32,·,-1%,·
Nc1ccc2nc(-c3ccc(N)c(Cl)c3)[nH]c2c1,?,-7,-4%,·

# 4 compounds drawn at random from the list so far, as already listed:
canonical_smiles,PNC inhibitor,IMPase inh,12-hLO inh,15-hLO-2 inh
CC(C)NC[C@H](O)COc1cccc2ccccc12,·,-3,-1%,24%
Cc1cc2c(cc1C)NC1(C(=O)Nc3ccccc31)C1=C(CC(C)(C)CC1=O)N2 (stereo not drawn),?,-6,-4%,-9%
CC12CCC(C(=O)NCCN3CCCCC3)(CC1=O)C2(C)C (stereo not drawn),6,4,-1%,10%
COC(=O)CN(c1ccc2c(c1)OCCO2)S(=O)(=O)c1ccccc1,?,-1,-6%,-11%

# One compound at a time, as listed above:
# Cc1c(NC(=O)OC(C)C)sc(=S)n1C as listed: PNC inhibitor: 65; IMPase inh: 9; 12-hLO inh: 2%; 15-hLO-2 inh: ·
# C=CCn1c(SC(CCO)C(=O)NCc2ccco2)nc2sc3c(c2c1=O)CCC3 (stereo not drawn) as listed: PNC inhibitor: 11; IMPase inh: 7; 12-hLO inh: -6%; 15-hLO-2 inh: -4%
